sdo1 growth = compounds rescuing growth of sdo1-depleted yeast, bone marrow failure model; S. cerevisiae sdo1-depleted JHY4D growth rescue, OD600 30 h; stronger effect = higher value; pdr5 snq2 efflux-pump mutant strain; actives 0.21% (n = 140,000); z-score at 10 µM; AID 817;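 active = z-score above 3 at both the 24 hr and the 30 hr optical density reads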;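 also: z-score against mean and SD of all compound wells on the same plate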
INS promoter inh = TRM-6 insulin promoter activity inhibition. AID 1273. TRM-6 cells (human fetal islet line), insulin promoter-eGFP reporter, imaging; reporter expression induced with tamoxifen. actives 0.9% (n = 130,000). inhibition, % at 2 µM;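 active = inhibition above the mean plus 3 SD, with well images judged a real hit on visual review, cut at about 60% in these data, passing the limit was not always enough; inconclusive = inhibition over the cutoff but images rejected on review; inactive = inhibition not above the cutoff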
sdo1 growth Rescue 24 h = also measured in sdo1 growth; calls as there; z-score; S. cerevisiae sdo1-depleted JHY4D growth rescue, OD600; measured here: growth rescue at 24 h;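 0 is the plate mean of compound wells and units are plate SD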
Starred values were filed as active, the others as inactive; ? = inconclusive; . = not tested or not shown; [ ] = remark or other dose.

sdo1 growth	sdo1 growth Rescue 24 h	INS promoter inh	structure
-0.15	-1.2	-41	Cn1cc(Br)cc2nc(C(F)(F)F)nc1-2
0.09	-0.27	4	Cn1c(SCC(=O)Nc2ccccc2F)nnc1-c1ccc(S(=O)(=O)N2CCOCC2)cc1
.	.	-29	Nc1nc(SCC(=O)c2ccc([N+](=O)[O-])cc2)n[nH]1
0.19	0.2	13	Cc1ccc(-c2nc(N/N=C/c3ccncc3)c3ccccc3n2)cc1
-0.31	-0.63	.	COc1ccc(NC(=S)NCCc2c[nH]c3ccc(OC)cc23)c(OC)c1
-0.5	-1	.	O=C(c1ccc(CS(=O)(=O)c2cccc(C(F)(F)F)c2)o1)N1CCN(c2ccccn2)CC1
-0.07	-0.66	-485	CCn1c(CNc2ccc(F)cc2)nnc1SCC(=O)Nc1ccccc1OC
-2	-1.4	13	COc1ccccc1NC(=O)N(Cc1ccco1)Cc1cc2ccc(C)c(C)c2[nH]c1=O
0.3	-0.59	-4	CCOC(=O)NCc1ccc(S(=O)(=O)Nc2c(C)cccc2C)cc1
-0.71	0.85	-23	Cc1cccnc1N(C(=O)Nc1ccccc1)C1=NCC(C)(C)S1
-0.24	-0.51	-86	CC1=C(C(=O)OCc2ccccc2)C(c2ccoc2)C(C#N)=C(N)O1 (configuration not stated)
1.2	1.2	-188	O=C(Oc1ccc(OC(=O)N2CCOCC2)cc1)c1ccccc1
.	.	-7	CCOC(=O)CNC(=O)C(Cc1ccccc1)NC(=O)OCc1ccccc1 (configuration not stated)
1.6	1.7	?	CCOC(=O)c1cnn(C(=O)c2ccccc2)c1N
-0.23	-0.04	6	COc1ccc(C(C(=O)OCCN(C)C)c2ccccc2)cc1 (configuration not stated)
-1.1	-1.8	21	CN1OC(CC(=O)O)N(c2ccc(Cl)cc2)C1=O (configuration not stated)
-0.55	-0.43	0	Cn1c(CC(=O)Nc2ccccc2)nnc1SCCOc1ccccc1
0.53	1.1	36	CCOC(=O)C1CCCN(Cc2ccccc2OCC)C1 (configuration not stated)
-0.2	-1.6	.	CCS(=O)(=O)N1CCC(C(=O)NCCCN2CCCCCC2)CC1
1.2	0.88	39	COc1cc(C#CC#CCN2CCCCC2)ccc1O

Arranged by the number under INS promoter inh (ascending): some entries from above.
Molecule,INS promoter inh
O=C(Oc1ccc(OC(=O)N2CCOCC2)cc1)c1ccccc1,-188
CC1=C(C(=O)OCc2ccccc2)C(c2ccoc2)C(C#N)=C(N)O1 (configuration not stated),-86
CCOC(=O)C1CCCN(Cc2ccccc2OCC)C1 (configuration not stated),36

Carrying on:
sdo1 growth	sdo1 growth Rescue 24 h	INS promoter inh	structure
-0.28	-0.19	.	Cc1ccc2c3c1C(=O)C(=O)N3C(C)(C)CC2C (configuration not stated)
-1.3	-0.34	.	CC(C)(C)C1CCc2c(sc(NC(=O)c3cc(C4CC4)on3)c2C#N)C1 (configuration not stated)
0.62	0.62	.	Cc1ccc(S(=O)(=O)CCC(=O)OCc2ccc(Cl)c(Cl)c2)cc1
-1.1	-0.81	63	COc1cc(OC)cc(-n2nc(C(=O)N3CC(C)CC(C)C3)c3ccccc3c2=O)c1 (configuration not stated)
.	.	22	O=C(Cc1cccs1)N/N=C/C=C\c1ccccc1[N+](=O)[O-]
.	.	-42	O=C(COC(=O)/C=C/c1ccccc1)NCc1ccccc1Cl
0.02	0.03	-58	CCOC(=O)C1CCN(C(=O)CN(c2cccc(OC)c2)S(=O)(=O)c2ccccc2)CC1
-0.36	-0.1	-14	CCc1ccc(S(=O)(=O)NC(CC(=O)O)c2ccccc2)cc1 (configuration not stated)
-0.18	-0.22	17	O=C(Nc1ccc(N2CCOCC2)c(Cl)c1)c1cc(F)c(F)cc1Cl
-0.05	0.45	14	C/C(Cl)=C/CSc1nc2c(c(=O)[nH]c(=O)n2C)n1C(C)C
1.7	2.1	19	COCCN(C(=O)Cn1nnc2ccccc21)C(C(=O)NC1CCCC1)c1ccc(OC)cc1OC (configuration not stated)
-0.56	-0.9	.	O=C(C[n+]1cc(-c2ccccc2)n2c1CCC2)N1c2ccccc2Sc2ccccc21
1.5	0.28	4	CCOC(=O)c1ccc(NC(=O)CN2C(=O)CSC(C)C2=O)cc1 (configuration not stated)
-0.45	-0.37	.	C(=C\c1nc(-c2ccccc2)no1)/c1ccccc1
-0.41	0.05	.	O=C1COc2ccc(C(=O)CSc3nnc(-c4cccs4)n3Cc3ccccc3)cc2N1
-1.3	-0.55	.	COc1ccc(/C=C2\SC(=O)N(CC(=O)NNC(=O)c3ccccc3O)C2=O)cc1OC
1.1	0.83	54	O=C(O)C(CCCCN1C(=O)C2C3C=CC(C3)C2C1=O)N1C(=O)C2C3C=CC(C3)C2C1=O (configuration not stated)
.	.	-7	CCOC(=O)C1(Cc2cccc(OC)c2)CCN(C2CCOCC2)CC1
1.2	0.49	20	NS(=O)(=O)c1ccc(NC(=O)NC2CCCCC2)cc1
-1.1	-1	49	CCOC(=O)c1c(NC(=O)CSc2nc3nc(C)cc(C)n3n2)sc(CC)c1C

Remaining list, next part:
sdo1 growth	sdo1 growth Rescue 24 h	INS promoter inh	structure
1.4	0.65	88*	CC1=Nn2c(nnc2-c2ccccc2Cl)SC1
-0.99	-1.6	.	Cc1ccc(/C([O-])=C(/C(=S)NCc2ccco2)[n+]2ccccc2)cc1
-0.43	-0.6	.	COc1cccc(C(=O)N(CN2CCCC2=O)c2cccc(Cl)c2)c1
-0.14	-0.59	-20	COc1ccc(-c2nnn(CCc3nn[nH]n3)n2)cc1OC
-0.31	-0.72	25	CN(C)c1ccc(CN2CCCCCC2)cc1
-0.01	0.02	-51	CC(C)CC(NC(=O)C1CCC(C)CC1)C(=O)Nc1ccccn1 (configuration not stated)
0.2	-0.35	.	O=C1CCc2cc(S(=O)(=O)NC(Cc3ccccc3)C(=O)NC3CCCC3)ccc2N1 (configuration not stated)
0.02	-0.38	.	COc1ccc(-n2c(C)nc3c(cnn3-c3ccccc3)c2=O)cc1
0.08	-0.43	-42	CC(=NC1CCN(Cc2ccccc2)CC1)c1c(O)[nH]c(=O)[nH]c1=O
-1.7	-1.4	3	CCN(CC)C(=O)/C(=C\c1ccc(Br)cc1)NC(=O)c1ccccc1OC
1.2	1.9	26	COc1ccc(Nc2nc3c(c(=O)n(C)c(=O)n3C)n2CCO)cc1
1.1	1.6	12	Cn1c(SCC(=O)c2ccccc2F)nnc1C1CC1
0.43	0.27	35	CN(C)S(=O)(=O)c1cc(NC(=O)COC(=O)C2CSC3(C)CCC(=O)N23)ccc1Cl (configuration not stated)
0.66	-0.15	17	CC(=O)N1CCc2cc(S(=O)(=O)CCC(=O)Nc3c(C)n(C)n(-c4ccccc4)c3=O)ccc21
-0.83	-0.56	-27	Cc1ccc2nc3ccc(N4CCCCCCC4)nn3c(=O)c2c1
.	.	-20	COCCN(C(=S)Nc1ccc(C)c(C)c1)C(C)c1ccco1 (configuration not stated)
1.8	3.7	0	CN1CCCC(OC(=O)CCCC(=O)OC2CCCN(C)C2)C1 (configuration not stated)
-0.31	0.22	.	CCCCc1c(O)nc(SCCN(C)C)n(-c2ccccc2)c1=O
-1.2	-1.3	17	CC(C)(C)c1nnc(NC(=O)c2cc(-c3ccccc3)nc3ccccc23)s1
0.64	-0.06	.	COc1ccccc1S(=O)(=O)Cc1ccc(C(=O)NCc2cccs2)o1

Compound profiles, as listed above. Order of values: sdo1 growth | sdo1 growth Rescue 24 h | INS promoter inh
Entry for `Cc1cccnc1N(C(=O)Nc1ccccc1)C1=NCC(C)(C)S1` = -0.71 | 0.85 | -23
Entry for `CCCCc1c(O)nc(SCCN(C)C)n(-c2ccccc2)c1=O` = -0.31 | 0.22 | .

Carrying on:
sdo1 growth	sdo1 growth Rescue 24 h	INS promoter inh	structure
-0.8	-0.66	-300	CC(C)C(C(=O)Nc1ccc2c(c1)OCO2)N1C(=O)c2ccccc2C1=O (configuration not stated)
0.68	-0.04	-18	Cc1ccc(NC(=O)C2CCN(S(C)(=O)=O)CC2)cc1
-0.12	-0.73	-6	COC(=O)C1CCN(C(=O)c2ccc(Cl)c(S(=O)(=O)NCc3cccnc3)c2)CC1
0	-0.33	.	Cc1c(NC(=O)C2CCCN2S(=O)(=O)c2ccccc2)c(=O)n(-c2ccccc2)n1C (configuration not stated)
-0.48	-0.06	-25	COC(=O)c1ccc(C)c(NC(=O)CCSc2ccccc2)c1
-0.5	-0.87	32	CCCc1nnc(SCC(=O)N2C(C)CCCC2C)n1CCCOC (configuration not stated)
0.99	1.6	.	O=C(Nc1ccccc1C(=O)NC(Cc1c[nH]c2ccccc12)C(=O)O)c1ccco1 (configuration not stated)
0.59	0.43	4	Cc1ccc(CNC(=O)Cc2ccc(-c3ccccc3)cc2)cc1
-0.68	-0.94	.	Cn1c(=O)c2c(SCC(=O)c3ccccc3)nc(C3CC3)nc2n(C)c1=O
0.3	-0.03	53	CCn1c(NCc2ccc3c(c2)OCO3)nc2ccccc21
-0.03	0.82	-57	COc1nc2ccc(C)cc2cc1-c1noc(-c2cccnc2)n1
0.76	0	-19	O=C(N/N=C/C=C/c1ccccc1)c1cnccn1
-0.12	-0.47	.	Cc1ccc(C(=O)OCC(=O)NCCC2=CCCCC2)s1
.	.	0	CCCCC(=O)NCc1ccccc1Cl
-0.27	-0.74	-27	Cc1ccc(S(=O)(=O)N2CCN(c3nc(C(C)C)c4c(c3C#N)CC(C)(C)OC4)CC2)cc1
-0.67	-0.83	7	Cc1ccc(S(=O)(=O)N2CCN(C(=O)C3CCCCC3)CC2)cc1
-1.3	-1.1	-31	Cc1ccc(C(=O)c2ccc(O)cc2)cc1C
.	.	33	COC(=O)CSc1nnc(CNC(=O)c2ccccc2F)n1-c1ccc(F)cc1
0.85	1.3	-14	CS(=O)(=O)N(CC(=O)N1CCCCC1)c1ccc2c(c1)OCO2
.	.	19	O=C(CSc1ccc(-c2ccccn2)nn1)N1CCCC1

Continuation.
sdo1 growth	sdo1 growth Rescue 24 h	INS promoter inh	structure
1.2	1.2	-41	Cc1nnc(C)c2c(C)n(C(C)c3ccccc3)c(C)c12 (configuration not stated)
-0.6	-0.89	2	CCOC(=O)c1c(-c2ccc(C)cc2)csc1NC(=O)C1CCCO1 (configuration not stated)
-1.1	-1	-13	Cc1cccc(NC(=O)C2C(c3ccccc3)C2(Cl)Cl)c1C (configuration not stated)
-0.03	0.11	-39	O=C1c2ccccc2-c2c1cccc2C(=O)N(CCO)CCO
0.48	-0.01	.	CC(CN1CCOCC1)OC(=O)c1ccc(Br)cc1 (configuration not stated)
-0.43	-0.04	36	N#Cc1nc(N)nc(N(c2ccccc2)c2ccccc2)n1
.	.	-6	Cc1[nH]c2ccccc2c1SCC(=O)Nc1nccs1
-1.2	-0.49	-29	CC(C)Oc1ccc(C(=O)/C(=C\c2cccs2)c2nc3ccccc3o2)cc1
0.74	-0.04	-3	CCC(C)n1c(S(=O)(=O)O)nc2ccccc21 (configuration not stated)
-1.7	-0.65	-15	c1ccc(Cn2c(-c3ccco3)nc3nc4ccccc4nc32)cc1
0.1	1.3	.	O=C(Cc1ccc(Cl)cc1)Nc1ccc(NC(=O)c2ccccc2)cc1
-0.05[8.3 µM]	-0.93	.	C=CCN(C(=O)CSc1nc2[nH]ncc2c(=O)n1-c1ccccc1OC)c1ccccc1
-0.19	0.46	.	Oc1ccc(C2N=C(c3ccccc3)NC(c3ccccc3)=N2)cc1
-1.1	-0.69	30	O=C(NC1CCCCC1)C(c1ccccc1)N(C(=O)c1cccs1)c1ccc2c(c1)OCO2 (configuration not stated)
-1.1	-0.88	-17	CC(C)(C)CC(=O)NC(=S)Nc1ccccc1C(F)(F)F
0.24	-0.37	21	Cc1nn(-c2ncc(C(F)(F)F)cc2Cl)c(=O)n1-c1cccc(Cl)c1
-1.7	-1.4	7	Cc1cc(OC(=O)N2CCOCC2)cc(C)c1Cl
0.37	0.78	-10	CCCOc1ccc(C2NC(=O)NC(c3ccccc3)=C2C(C)=O)cc1OCC (configuration not stated)
.	.	-73	CCC(CC)NCc1ccc2c(c1)c1ccccc1n2CC
0.45	0.11	-37	CCC(=O)NCc1cc(-c2nn(C)c(=O)c3ccccc23)ccc1C

Pulled one by one from the list above, 6 records:
sdo1 growth	sdo1 growth Rescue 24 h	INS promoter inh	structure
.	.	-42	O=C(COC(=O)/C=C/c1ccccc1)NCc1ccccc1Cl
-1.7	-1.4	7	Cc1cc(OC(=O)N2CCOCC2)cc(C)c1Cl
0.45	0.11	-37	CCC(=O)NCc1cc(-c2nn(C)c(=O)c3ccccc23)ccc1C
-0.83	-0.56	-27	Cc1ccc2nc3ccc(N4CCCCCCC4)nn3c(=O)c2c1
1.5	0.28	4	CCOC(=O)c1ccc(NC(=O)CN2C(=O)CSC(C)C2=O)cc1 (configuration not stated)
0.68	-0.04	-18	Cc1ccc(NC(=O)C2CCN(S(C)(=O)=O)CC2)cc1

Remaining list, next part
sdo1 growth	sdo1 growth Rescue 24 h	INS promoter inh	structure
0.08	-0.06	13	CC(C)(C)NCCCCOc1ccc(F)cc1
0.32	0.75	-31	COCCn1c(N)c(C#N)c2nc3ccccc3nc21
-0.28	-0.4	5	CN1CCN(CC(O)COCCOc2ccc(Br)cc2)CC1 (configuration not stated)
0.81	0.57	66	COc1cccc(NC(=O)CSc2nnnn2C(C)C)c1
0	0.53	.	CCCS(=O)(=O)N1CCCC(C(=O)NCc2ccc(C)cc2)C1 (configuration not stated)
1.7	2.4	.	CC(C)N(CCc1ccncc1)C(=O)Nc1ccc(F)cc1
-1.2	-0.86	-10	CC1CCCC(C)N1S(=O)(=O)c1ccc(S(=O)(=O)NCc2ccccc2)cc1 (configuration not stated)
0.54	0.46	-3	CCOC(=O)c1cnc2cc(C)nn2c1-c1ccccc1
-0.78	1.5	-77	COn1c(SCc2ccc(Cl)cc2)nc2ccccc2c1=O
0.73	0.41	57	COCCCNc1ncnc2ccc(C)cc12
-1.3	-0.16	-12	COc1ccc(-c2cc(C(=O)N3CCN(c4ncccn4)CC3)c3ccccc3n2)c(OC)c1
